From PubChem BioAssay
SIRT5 block = blocks human SIRT5 desuccinylation of peptide | inhibition, % at 15 µM | AID 652115 | Q9NXA8 | Purified SirT5, succinyl-peptide AMC, trypsin-coupled fluorescence | 330,000 tested, 1.1% active; in the data active = inhibition above about 15%; inconclusive = no clear call, values can overlap the other calls
S100A4 inh HTS = S100A4-myosin IIA interaction inhibition. P26447. S100A4/TAMRA-MyoIIA peptide fluorescence polarization. inhibition, % at 10.7 µM. 360,000 tested, 0.14% active;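 active = mean inhibition of at least 70% across replicates, with every replicate also reaching that level; inconclusive = mean inhibition reaches 70% but some replicates fall short; inactive = mean inhibition below 70%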
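incubation = readout 5 min after mixing, signal stable up to 60 min | system = S100A4 monomer protein | buffer or medium = HEPES pH 7.2 with CaCl2, KCl, NaCl, DTT, Triton | benchmarks = neutral control DMSO, positive control TFP | also added = fluorescent myosin IIA peptide, 5 nM | compound dosing = one concentration per compound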
E-sel inducer = induces E-selectin expression in human endothelial cells. HUVEC E-selectin immunofluorescence imaging; normalized: neutral wells 0, TNF-alpha wells 100. activation, % at 7.58 µM. 260,000 tested, 0.37% active;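 active = mean E-selectin-positive cell signal at least 10% of the positive control, reached in at least 60% of replicates, without over 20% cell loss; inconclusive = no rule given, readout overlaps actives, possibly toxicity-flagged; inactive = the rest, including those meeting only one limit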;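 also: in these data hits start at about 27%; measured in HUVEC primary endothelial cells; signal is the percent of cells scored E-selectin positive by PE staining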
Target sequence (P16581 whole entry, looked up): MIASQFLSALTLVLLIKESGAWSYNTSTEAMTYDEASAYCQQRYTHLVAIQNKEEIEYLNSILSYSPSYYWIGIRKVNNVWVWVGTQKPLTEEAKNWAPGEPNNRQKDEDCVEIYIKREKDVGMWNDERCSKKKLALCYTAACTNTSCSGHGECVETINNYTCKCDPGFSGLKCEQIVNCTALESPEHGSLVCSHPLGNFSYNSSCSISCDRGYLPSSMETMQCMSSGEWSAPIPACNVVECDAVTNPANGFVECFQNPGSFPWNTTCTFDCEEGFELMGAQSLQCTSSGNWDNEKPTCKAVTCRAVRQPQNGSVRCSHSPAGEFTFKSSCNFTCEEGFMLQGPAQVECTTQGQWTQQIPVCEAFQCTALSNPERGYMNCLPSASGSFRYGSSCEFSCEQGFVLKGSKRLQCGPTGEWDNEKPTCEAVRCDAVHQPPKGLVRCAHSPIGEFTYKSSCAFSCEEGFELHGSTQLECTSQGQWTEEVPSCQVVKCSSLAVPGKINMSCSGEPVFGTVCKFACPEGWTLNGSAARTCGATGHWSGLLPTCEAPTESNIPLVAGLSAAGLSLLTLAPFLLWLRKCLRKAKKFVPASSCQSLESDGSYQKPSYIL
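System: HUVEC, human umbilical vein endothelial cells; quantity: 3,000 cells/well; buffer or medium: EGM-2 medium, gelatin-coated wells; dosing: single-point compound dose; detection: immunofluorescence imaging; evaluation: % PE-positive cells; benchmarks: TNF-alpha, DMSO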
C2C12 statin = protects C2C12 myotubes from simvastatin toxicity; ATP luminescence, 48 h; scaled: DMSO 0, geranylgeraniol control 100; rescue of ATP level, % at 7.49 µM; 330,000 tested, 0.78% active;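 active = mean ATP rescue above about 67%, or every replicate alone reaching that limit, limit read from the data, passing the limit was not always enough; inconclusive = no clear call, values can overlap the other calls; inactive = mean under the limit and some replicate under it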;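 also: myotubes were challenged with 10 µM simvastatin during compound exposure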
ERp5 block = blocks human ERp5 reductase activity on insulin. Q15084. inhibition, % at 9.99 µM. AID 651711. 350,000 tested, 0.05% active. ERp5 insulin aggregation, absorbance 650 nm, 90 min;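 active = mean replicate inhibition above about 25%, with every replicate also reaching it, limit read from the data, passing the limit was not always enough; inconclusive = only one of those two criteria met; inactive = neither criterion met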
Target sequence (Q15084 whole entry, looked up): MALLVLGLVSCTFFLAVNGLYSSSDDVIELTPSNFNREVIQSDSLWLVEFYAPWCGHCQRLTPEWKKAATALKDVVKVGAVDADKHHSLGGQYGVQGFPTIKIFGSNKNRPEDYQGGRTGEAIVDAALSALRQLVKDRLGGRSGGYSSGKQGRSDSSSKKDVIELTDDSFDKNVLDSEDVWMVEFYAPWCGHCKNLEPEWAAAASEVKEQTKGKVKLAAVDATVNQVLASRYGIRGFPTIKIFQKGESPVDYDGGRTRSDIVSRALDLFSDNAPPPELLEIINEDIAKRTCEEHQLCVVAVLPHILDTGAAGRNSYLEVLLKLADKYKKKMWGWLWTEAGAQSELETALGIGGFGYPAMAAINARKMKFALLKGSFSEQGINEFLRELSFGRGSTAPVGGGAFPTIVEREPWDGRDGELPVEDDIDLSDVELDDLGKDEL
PglD DTNB = blocks C. jejuni PglD acetyltransferase activity; inhibition, % at 12.5 µM; AID 602405; 360,000 tested, 0.098% active; purified PglD enzyme, DTNB colorimetric CoA detection; in the data active = inhibition above about 16%, passing the limit was not always enough; inconclusive = no clear call, values can overlap the other calls; also: strong numbers were not always called active
DENV2 CPE rescue = protects cells from dengue virus 2 cytopathic effect. DENV2-infected cells, cytopathic effect rescue, plate reader. AID 651640. CPE inhibition, % at 9.99 µM. 350,000 tested, 1.7% active; in the data active = CPE inhibition above about 20%, passing the limit was not always enough; inconclusive = no clear call, values can overlap the other calls; tested in BHK-21 cells;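 also: 0% = median of neutral control wells and 100% = median of positive control wells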
Numbers without * were called inactive; ? = inconclusive; / = no result given; & = joins results of further samples. An excerpt (hit frequency here may not be typical).

SMILES	SIRT5 block	S100A4 inh HTS	E-sel inducer	C2C12 statin	ERp5 block	PglD DTNB	DENV2 CPE rescue
Fc1ccccc1CNCc1ccc2c(c1)OCO2	-3	2	0.0	11	1	3	11
Cc1nc2ccc(Nc3ccncc3)cc2s1	-6	5	-0.6	1	-1	-6	0
COc1cccc(CN2CCN(S(=O)(=O)c3ccc(Cl)s3)CC2)c1	0	-7	-0.9	0	-6	9	1
C[C@@H]1CN([C@@H](C)CO)C(=O)Cc2cc(NS(=O)(=O)c3ccc(Cl)cc3)ccc2O[C@@H]1CN(C)Cc1ccc(Oc2ccccc2)cc1	4	-3	0.3	-7	2	4	7
COc1ccc(Oc2ccccc2/C=C/C(=O)O)cc1	/	/	0.4	5	/	-1	/
COc1c(C)cccc1C(=O)NC(=S)Nc1ccccc1N1CCCC1	-3	-11	-0.2	11	-19	-2	-4
C[C@H]1CN([C@@H](C)CO)C(=O)c2cccc(NS(=O)(=O)c3cn(C)cn3)c2O[C@H]1CN(C)S(=O)(=O)c1ccc(F)cc1	-1	1	0.0	3	-7	7	2
CCOc1cc(C(=O)NCc2ccco2)cc(OCC)c1OCC	1	-6	0.3	2	2	2	18
O=C(NCc1ccccn1)C(C(=O)c1cccc([N+](=O)[O-])c1)n1cc(Cl)ccc1=O (stereo not drawn)	-3	3	/	/	-3	/	15
COCC(=O)N1CC[C@@H]2[C@@H](CO)Nc3ccc(C#Cc4ccccc4)cc3[C@@H]21	5	-5	0.2	9	4	-2	-11
Cc1ccc(SCC(=O)OCC(=O)NC2(C#N)CCCCC2)cc1	5	-7	/	/	5	1	0
N=c1c2ccccc2nc2n1CCCCC2	/	3	0.2	-2	-2	-1	-5
COc1ccc(CN(C)C[C@H]2Oc3c(NC(=O)c4nc5ccccc5s4)cccc3C(=O)N([C@@H](C)CO)C[C@@H]2C)cc1	8	5	0.2	27	3	-2	-1
CCC(CC)N1CCN(C(=O)c2cc(OC)c(OC)c(OC)c2)CC1	-1	0	/	3	0	-18	12
CCCCCC1C(=O)CCC1CC(=O)OC (stereo not drawn)	-4	-6	/	25	3	8	-11
C[C@H]1CN([C@@H](C)CO)C(=O)CCCn2cc(nn2)CO[C@H]1CN(C)Cc1ccncc1	-3	5	0.0	-4	-6	1	-3
CC(=O)Nc1ccc2nc(-c3ccco3)[nH]c2c1	-6	12	2.9	/	-1	/	-7
O=C(C[C@H]1C=C[C@H](NC(=O)c2ccc3c(c2)OCO3)[C@H](CO)O1)NC1Cc2ccccc2C1	-6	3	0.0	/	1	/	2
Cc1ccsc1C(=O)NCCC(c1ccccc1)c1ccccc1	-5	0	0.1	/	0	/	9
C=CCOc1ccc(/C=C/C(=O)OCC(=O)NCc2ccco2)cc1	-1	-3	1.9	5	-3	2	-4
O=C(C[C@H]1C=C[C@@H](NS(=O)(=O)c2ccccc2)[C@@H](CO)O1)N1CCc2ccccc2C1	0	8	-0.4	3	-1	-6	-1
COc1ccc2ccccc2c1CN1CCN(C(=O)c2ccco2)CC1	4	4	2.4	4	-3	-6	6
COc1ccc(S(=O)(=O)N(C)C[C@H]2Oc3ccc(NS(=O)(=O)c4c(C)noc4C)cc3C(=O)N([C@@H](C)CO)C[C@@H]2C)cc1	13	20	20	0	-5	3	-7
COCC(=O)N1[C@H](C#N)[C@H](c2ccccc2-c2cccc(C)c2)[C@@H]1CO	-5	0	0.1	/	-1	/	-4
Cc1nc2nc(SCC(=O)NCCCN3CCCC3)nn2c(C)c1Cc1ccccc1Cl	1	0	/	-2	-5	-2	-1
CC(/C=N/NC(=O)c1cc(C2CC2)[nH]n1)=C\c1ccccc1	-1	-4	0.1	/	7	/	3
CC(=O)Nc1ccc(NC(=O)COc2ccc(Br)cc2C)cc1	15*	-6	/	-8	16	1	13
CCCCCCCC(=O)N1c2ccccc2NC(=O)C1CC(=O)Nc1ccc(C(=O)O)cc1 (stereo not drawn)	-8	4	-0.5	-14	-1	-5	19
O=C(COC(=O)c1cncc(Br)c1)Nc1ccc(F)c(F)c1F	1	-6	?	5	-1	7	1
O=C(Cc1ccc(S(=O)(=O)N2CCCC2)s1)Nc1cccc([N+](=O)[O-])c1	-3	-12	2.7	3	-4	-1	2
COc1ccc(NC(=O)C2Cc3c(-c4cccc(NC(C)=O)c4)ccnc3O2)cc1OC (stereo not drawn)	-1	-2	0.5	3	-8	-1	-7
CC(=O)OC1CCC2C3CCC4OC(=O)CCC4C3CCC12C (stereo not drawn)	-3	-2	0.2	0	3	-13	2
Cc1cccc(N2CCN(C(=O)c3ccc(NC(=O)CC4SC(N5CCCC5)=NC4=O)cc3)CC2)c1C (stereo not drawn)	3	1	/	17	5	1	-6
COc1c(Cl)cc(-c2noc(C)c2C(=O)NCc2ccc3c(c2)OCO3)cc1Cl	/	1	/	22	-1	-1	3
CN(C)CC(=O)N[C@H]1CC[C@H](CCn2cc(CN(C)C)nn2)O[C@H]1CO	1	10	0.1	3	-2	0	1
COC(=O)C[C@@H]1C=C[C@@H](NC(=O)NC2CCCC2)[C@@H](CO)O1	/	5	0.1	/	4	/	-3
O=C(Cc1cccs1)N/N=C/C=C\c1ccccc1[N+](=O)[O-]	-2	2	/	/	-3	/	2
O=Nc1c(O)n(Cc2cccc(C(F)(F)F)c2)c2ccccc12	-7	-2	/	/	-2	/	-9
O=C(CC1CC1)N1[C@@H](CO)[C@@H]2c3ccccc3N(S(=O)(=O)c3ccccc3)C[C@@H]21	1	2	0.3	-21	?	-2	2
C[C@@H]1CN([C@@H](C)CO)C(=O)c2cc(NC(=O)Nc3ccc4c(c3)OCO4)ccc2O[C@@H]1CN(C)S(C)(=O)=O	3	-8	/	-21	0	-7	-6

Brought forward from above: 5 compounds, followed by the next part.
SMILES	SIRT5 block	S100A4 inh HTS	E-sel inducer	C2C12 statin	ERp5 block	PglD DTNB	DENV2 CPE rescue
COC(=O)C[C@@H]1C=C[C@@H](NC(=O)NC2CCCC2)[C@@H](CO)O1	/	5	0.1	/	4	/	-3
O=C(Cc1cccs1)N/N=C/C=C\c1ccccc1[N+](=O)[O-]	-2	2	/	/	-3	/	2
O=Nc1c(O)n(Cc2cccc(C(F)(F)F)c2)c2ccccc12	-7	-2	/	/	-2	/	-9
O=C(CC1CC1)N1[C@@H](CO)[C@@H]2c3ccccc3N(S(=O)(=O)c3ccccc3)C[C@@H]21	1	2	0.3	-21	?	-2	2
C[C@@H]1CN([C@@H](C)CO)C(=O)c2cc(NC(=O)Nc3ccc4c(c3)OCO4)ccc2O[C@@H]1CN(C)S(C)(=O)=O	3	-8	/	-21	0	-7	-6
C[C@@H]1CN([C@H](C)CO)C(=O)c2cc(NC(=O)CCCCCC(=O)Nc3ccccc3N)ccc2O[C@@H]1CN(C)Cc1ccccc1	4	1	-0.1	/	-5	/	2
O=C(N/N=C/c1ccc2nccnc2c1)c1cccc([N+](=O)[O-])c1	-1	0	/	/	1	/	-3
O=C(Nc1ccccc1)N1C[C@@H]2[C@H](c3ccccc31)[C@@H](CO)N2Cc1ccccc1	1	-4	-0.3	-13	-2	3	45*
CCCNC(=O)[C@H]1[C@H](CO)[C@H]2Cn3c(ccc(C4=CCCCC4)c3=O)[C@@H]1N2	-10	31	0.6	-2	-2	-1	4
COc1cc(C(=O)OCC(=O)N(C)c2ccccc2)cc(OC)c1OC	-4	1	0.2	12	4	5	0
O=C(c1ccccc1)c1c(O)nc(-c2ccccc2)n(-c2ccccc2)c1=O	-6	-4	/	/	-5	1	/
O=C(Cn1nc(CNc2ccc(Br)cc2)[n+]2c1CCCCC2)c1ccc([N+](=O)[O-])cc1	-4	5	/	-32	/	7	-9
O=C(C1CCOCC1)N1CC(=O)N2[C@@H](CO)[C@H](c3ccc(-c4cccnc4)cc3)[C@@H]2C1	-2	-1	0.1	/	11	/	2
COCCNC(=O)C1Nc2ccc(C(F)(F)F)cc2C2C=CCC12 (stereo not drawn)	5	-2	0.0	-2	?	-5	-5
Cc1sc2ncnc(SCC(=O)Nc3nc(-c4ccc(F)c(F)c4)cs3)c2c1C	0	2	/	/	-3	/	2
C[C@@H]1CN([C@H](C)CO)C(=O)c2cc(N(C)C)ccc2O[C@@H](C)CCCCO[C@@H]1CN(C)C(=O)Nc1ccc(C(F)(F)F)cc1	1	-52	0.0	7	-1	1	7
CCNC(=O)[C@H]1[C@H](CO)[C@H]2Cn3c(cccc3=O)[C@@H]1N2CC1CCOCC1	2	-2	-0.3	/	-4	/	14
C[C@H](CO)N1C[C@H](C)[C@@H](CN(C)S(C)(=O)=O)Oc2ccc(NC(=O)Cc3ccccc3)cc2C1=O	-4&0	1&5	0.1	8&-22	-1&0	4&2	3&-6
O=C(c1ccccc1)N1CC[C@@H]2[C@H]1c1cc(C#Cc3ccccc3F)ccc1N[C@@H]2CO	1	2	0.7	24	3	-1	0
CCCCCCCCCCCCN1[C@@H](CC(=O)O)c2cc(C(F)(F)F)ccc2S1(=O)=O	/	-1	1.2	-5	-3	6	?
COCC#Cc1ccc([C@@H]2[C@H]3CN(C(=O)c4ccncc4)CC(=O)N3[C@H]2CO)cc1	10	14	0.0	/	2	/	-6
O=C(Nc1nnc(S(=O)(=O)N2CCOCC2)s1)c1ccc(F)cc1	-2	7	/	-3	-7	5	?
COc1ccc(NC(=O)Nc2ccc3c(c2)C(=O)N([C@H](C)CO)C[C@@H](C)[C@@H](CN(C)Cc2ccc(C(F)(F)F)cc2)OCCCC[C@H](C)O3)cc1	11	-3	0.1	158*	-1	4	-2
C/C=C/c1ccc([C@@H]2[C@@H](CO)N[C@@H]2CN(CC)C(=O)CN2CCOCC2)cc1	-2	-5	0.3	-1	2	1	5
CCCNC(=O)N(C)C[C@H]1Oc2cc(C#C[C@H](C)O)ccc2S(=O)(=O)N([C@@H](C)CO)C[C@@H]1C	18*	-9	-0.2	-2	1	-2	-7
CCNC(=O)[C@H]1[C@H](CO)[C@H]2Cn3c(ccc(-c4ccccc4F)c3=O)[C@@H]1N2Cc1cccnc1	-3	-7	-0.1	-11	2	1	5
O=C(C1=C(O)C(=O)N(CCCn2ccnc2)C1c1ccc(F)cc1)c1ccco1 (stereo not drawn)	-2	-1	0.0	-3	4	0	-5
COc1ccc(N2CCN(C(=O)C3CCCN(S(=O)(=O)c4cccc5cccnc45)C3)CC2)cc1 (stereo not drawn)	1	3	-0.1	9	-2	2	?
COc1ccc(/C=C2\SC(=S)N(NS(=O)(=O)c3ccccc3)C2=O)c(OC)c1	-4	1	0.0	10	6	3	2
COc1ccc(CN(Cc2ccc(C(=O)O)cc2)C(=S)Nc2cc(C)cc(C)c2)cc1OC	-1	-13	0.0	-2	2	5	-1
Cc1cc(-c2ccccc2)nc(-c2ccccc2)c1C	2	-1	0.2	6	-8	-5	1
C[C@@H]1CN([C@@H](C)CO)C(=O)c2cc(NC(=O)Nc3cccc4ccccc34)ccc2O[C@@H]1CN(C)C(=O)Nc1ccc(F)cc1	8	3	-0.1	9	-5	-4	11
CC(C)NC(=O)Nc1ccc2c(c1)C(=O)N([C@@H](C)CO)C[C@H](C)[C@@H](CN(C)Cc1ccncc1)OCCCC[C@H](C)O2	1	-3	0.1	/	-3	1	9
CCN(C(=S)NC(=O)Cc1ccc(OC)cc1)c1ccccc1	-6	-1	0.0	8	0	4	-7
C[C@@H]1OC(C2CCCCC2)N(C)[C@H]2C[C@H]3c4[nH]c5ccccc5c4CCN3C[C@@H]12 (stereo partly drawn)	-3	11	0.8	11	11	-4	-10
Cc1cccc(NC(=S)NC(C)C(c2cccs2)N2CCN(C)CC2)c1C (stereo not drawn)	-3	7	-0.2	/	0	-3	-4
